Compound activity as filed in PubChem.
PG9 Ab binder = binders of HIV-1 gp120 antibody PG9, primary screen, biochemical, TR-FRET; HIV-1 gp120 / PG9 antibody interaction; TR-FRET gp120-PG9 antibody binding; inhibition, % at 6.7 µM; hit rate 0.43% among 360,000; AID 624416, 2012; in the data active means inhibition above about 8.5%
hcDAF-12 act = H. contortus DAF-12 nuclear receptor activators, primary screen, cell-based, luminescence, HEK293, lit1-tk-luc reporter; HEK293 hcDAF-12 lit1-tk-luc reporter; 0% DMSO, 100% Δ7-dafachronic acid; activation, % at 6.8 µM; hit rate 1.4% among 370,000;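 active means activation above the mean of all tested compounds plus 3 SD, cut at about 5.5% in these data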;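 further: 100% = response to 3 µM Δ7-dafachronic acid high control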
FXN GAA850 act = FXN promoter activators, primary screen, cell-based, luciferase luminescence, HEK293 lucGAA850. HEK293 lucGAA850 FXN promoter luciferase reporter, 24 h; percent of 10 µM SAHA response. activation, % at 6 µM. hit rate 0.56% among 360,000. AID 540364, 2011;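 active means activation above the average of all compounds screened plus 3 SD, cutoff fixed separately per campaign, cut at about 7.5% in these data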;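 further: 0% = DMSO wells and 100% = 10 µM SAHA wells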
ssDAF-12 act = S. stercoralis DAF-12 nuclear receptor activators, primary screen, cell-based, luminescence, HEK293, GRIP1 co-expression, lit1-tk-luc; AID 652126, 2013; Nuclear hormone receptor DAF-12 (Strongyloides stercoralis); activation, % at 6.8 µM; hit rate 1% among 370,000; HEK293 ssDAF-12/GRIP1 lit1-tk-luc reporter; % of 3 µM dafachronic acid response;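 active means activation above the mean over all tested compounds plus 3 SD, cut at about 0.9% in these data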;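 further: 0% = DMSO-only wells and 100% = 3 µM delta7-dafachronic acid wells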
DAX1 inh-1 = DAX1 (NR0B1) inhibitors on StAR promoter, primary screen, cell-based, luminescence, SF-1 (NR5A1), full-length DAX-1; HEK293T StAR-luciferase reporter, SF-1/DAX-1 repression relief; inhibition, % at 6.8 µM; hit rate 1.1% among 370,000; AID 652010, 2013;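 active means inhibition above the mean over all tested compounds plus 3 SD, cut at about 3.6% in these data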;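 further: 0% = DAX-1 cells with DMSO and 100% = cells lacking DAX-1 with DMSO; higher inhibition means more luminescence from relief of DAX-1 repression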
NPR1 activator = GC-A stimulated cGMP production enhancers – HEK293 GC-A cells, cGMP TR-FRET, EC30 ANP, primary screen. 0% at EC30 ANP, 100% saturating ANP. activation, % at 10 µM. hit rate 0.14% among 370,000. AID 1671463, 2021; in the data active means activation above about 40%
ADAM17 inh = ADAM17 inhibitors, primary screen, biochemical, QFRET; recombinant ADAM17, EDANS/DABCYL FRET peptide cleavage; AID 720648, 2013; inhibition, % at 6.95 µM; Disintegrin and metalloproteinase domain-containing protein 17 (Homo sapiens), P78536; hit rate 0.83% among 370,000;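 active means inhibition above the mean of compounds lying between control limits plus 3 SD, set per campaign, cut at about 8.5% in these data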;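 further: 0% = DMSO-only wells as the low control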
DAX1 inh-2 = DAX1 (NR0B1) inhibitors, primary screen, cell-based, HEK293, Gal4-DAX1, luciferase luminescence. inhibition, % at 6.75 µM. hit rate 0.99% among 340,000. HEK293 Gal4-DAX1 luciferase reporter. AID 504766, 2011;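 active means inhibition above the mean over all tested compounds plus 3 SD, cut at about 4.2% in these data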;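 further: 0% = DAX1-transfected cells with DMSO and 100% = empty-vector control cells with DMSO; inhibition shows as a rise in luminescence from relieved DAX1 repression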
Target sequence (P51843 207-470 limits assumed): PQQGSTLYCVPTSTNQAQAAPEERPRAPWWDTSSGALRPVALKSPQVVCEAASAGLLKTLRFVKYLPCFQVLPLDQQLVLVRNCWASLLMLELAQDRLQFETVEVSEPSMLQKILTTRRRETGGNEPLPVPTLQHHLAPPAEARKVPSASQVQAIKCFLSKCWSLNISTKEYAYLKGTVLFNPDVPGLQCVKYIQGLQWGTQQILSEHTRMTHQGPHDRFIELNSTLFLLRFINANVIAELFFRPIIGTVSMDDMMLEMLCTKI
SMARCA2 act = SMARCA2 (BRM) function activators, primary screen, cell-based, luminescence, high throughput. MG213 cells, MMTV-luciferase reporter, dexamethasone, overnight. activation, % at 9.1 µM. hit rate 1% among 370,000; in the data active means activation above about 7.8%;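 further: 0% = vehicle wells and 100% = reference activator wells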
hgDAF12 agonist = H. glycines DAF-12 receptor agonists, primary screen, cell-based, luminescence, HEK293, GAL4 fusion, UAS-luciferase. activation, % at 6.8 µM. hit rate 1.8% among 370,000. HEK293 GAL4-hgDAF12 UAS-luciferase reporter, agonist luminescence; normalized to butyrate control. Nuclear hormone receptor DAF-12 (Heterodera glycines), GAL4 fusion;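 active means activation above a cutoff set at the mean of all screened compounds plus 3 SD, cut at about 10% in these data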;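 further: 0% = DMSO wells and 100% = sodium butyrate wells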
ADAM10 inh = human ADAM10 inhibitors, primary screen, biochemical, QFRET, HTS. Disintegrin and metalloproteinase domain-containing protein 10 (Homo sapiens), O14672. recombinant ADAM10, EDANS/DABCYL FRET peptide cleavage, 3 h. inhibition, % at 7 µM. hit rate 0.62% among 370,000;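 active means inhibition above a per-campaign cutoff equal to the mean of compounds falling between control-based bounds plus 3 SD, cut at about 20% in these data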;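 further: 0% = DMSO wells while the 100% control is not disclosed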
Target sequence (O14672 214-748 limits assumed): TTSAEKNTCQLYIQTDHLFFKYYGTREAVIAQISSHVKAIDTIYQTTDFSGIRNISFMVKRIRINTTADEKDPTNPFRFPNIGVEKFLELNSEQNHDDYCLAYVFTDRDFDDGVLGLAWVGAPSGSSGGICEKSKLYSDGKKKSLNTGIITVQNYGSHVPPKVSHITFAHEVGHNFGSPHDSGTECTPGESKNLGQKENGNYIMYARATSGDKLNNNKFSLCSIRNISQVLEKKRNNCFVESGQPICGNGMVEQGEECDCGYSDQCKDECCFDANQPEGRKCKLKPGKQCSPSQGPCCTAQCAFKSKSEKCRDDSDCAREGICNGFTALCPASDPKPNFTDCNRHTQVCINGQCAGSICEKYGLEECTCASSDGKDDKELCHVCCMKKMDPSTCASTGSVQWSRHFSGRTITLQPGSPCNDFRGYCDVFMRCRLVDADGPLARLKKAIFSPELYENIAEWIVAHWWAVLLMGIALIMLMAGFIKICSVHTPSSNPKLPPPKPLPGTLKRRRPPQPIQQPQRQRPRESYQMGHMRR
An asterisk follows results filed as active; . = no result given.

SMILES	PG9 Ab binder	hcDAF-12 act	FXN GAA850 act	ssDAF-12 act	DAX1 inh-1	NPR1 activator	ADAM17 inh	DAX1 inh-2	SMARCA2 act	hgDAF12 agonist	ADAM10 inh
Cc1ccc(S(=O)(=O)N2[C@H](C(C)C)[C@H]3[C@H]4C(=O)N(c5ccccc5)C(=O)[C@H]4CC(=O)[C@H]3[C@@H]2c2ccccc2)cc1	-2.7	-0.7	.	-0.6	0.7	-1	-1	.	-1	-0.2	0
Cc1cc(C)cc(NC(=O)CN(c2ccc(F)cc2)S(C)(=O)=O)c1	-0.7	-0.4	2.1	-1.4	-0.4	-8	-1	-0.5	-4	-2.5	1
Cc1c(NC(=O)Cn2cc([N+](=O)[O-])cn2)c(=O)n(-c2ccccc2)n1C	-0.2	0.5	-1.6	-1.4	-0.5	0	-5	0.0	0	0.1	-3
CSc1ccccc1OCc1cc(C(=O)N[C@H]2CCCCNC2=O)no1	-0.3	7.2*	3.9	-0.2	4.4*	62*	-4	0.8	6	19*	0
COc1ccc(CC2(C)OC(c3ccc(C)cc3)=NN2C(C)=O)cc1 (stereo not drawn)	0.2	-0.7	0.5	-1.1	-0.4	-1	-6	0.1	-1	-1.9	-21
Cn1c(=O)c(C(=O)COC(=O)c2cc(C3CC3)nc3ccccc23)c(N)n(Cc2ccccc2)c1=O	-0.6	-1.8	.	-1.3	-0.7	-1	3	.	0	-2.2	8
CCOC(=O)c1[nH]c2c(c1C)C(=O)CC(c1ccc(N(C)C)cc1)C2 (stereo not drawn)	-2.8	-1.4	1.4	-1.0	0.8	-1	1	-0.1	1	5.3	-3
CC(C)C(O)(c1ccccc1)C(CN1CCOCC1)c1ccccc1 (stereo not drawn)	-1.3	-1.4	0.0	-1.2	-0.6	-19	0	-1.2	-4	1.9	5
C/C(=N/NC(=O)CNC(=O)C1COc2ccccc2O1)c1ccc2c(c1)OCCO2 (stereo not drawn)	0.6	-0.1	-0.3	-1.3	-0.1	-2	-5	.	1	-1.8	-1
COC(=O)COc1ccc(-c2nccc(-c3ccccn3)n2)cc1	-1.1	-7.0	-10	-2.6	-1.3	7	2	-3.0	-10	-9.7	-1
O=C(CSc1nccc(=O)[nH]1)c1cc2ccccc2o1	1.6	2.9	2.0	1.3*	0.7	-1	-3	2.3	0	11*	-5
CCc1c(C)nc2ncnn2c1N1CCCC(C(=O)NCCc2ccc(OC)cc2)C1 (stereo not drawn)	1.0	-3.1	-1.0	-1.3	0.3	-1	4	-1.7	-2	-4.8	12
Cc1ccc(C(C)C)c(OCC(=O)Nc2cccc(S(=O)(=O)NC3=NCCCCC3)c2)c1	-1.8	-1.6	0.2	-1.1	-3.8	-2	1	0.0	1	-3.1	10
CN(Cc1nc(Cc2ccccc2F)no1)CC1(N2CCOCC2)CCCCC1	-0.2	-1.1	-1.0	-1.5	-0.3	-4	-3	0.1	-3	-1.3	-6
COCCNC(=O)C1(C)CCCN(C(=O)c2ccc(C#N)cc2)C1 (stereo not drawn)	-2.0	0.3	-0.1	-1.1	-0.7	1	-1	.	0	0.7	0
COc1ccc(C)cc1Nc1n[n+](-c2ccccc2)c(-c2c(OC)ccc3ccccc23)s1	-1.8	-3.5	-6.1	-2.1	-2.7	-15	2	-0.5	-7	-5.9	14
Cc1c(C)c2c(C)[nH]nc2oc1=O	-1.1	-1.2	-1.5	-0.9	0.1	0	-4	0.4	-1	0.9	-12
O=C(NC(=O)N1CCN(c2ccccc2)CC1)c1ccc(Cl)cc1	-2.7	1.0	1.3	0.1	2.2	1	0	-0.5	6	6.7	4
CC(=O)c1ccc(NC(=O)CN2CCCC2)cc1	-1.5	4.1	4.7	0.0	0.4	3	1	4.2	4	3.0	-7
O=C(NCC1CCCO1)c1cc(S(=O)(=O)N2CCCCC2)ccc1Cl (stereo not drawn)	-1.1	0.1	1.9	-1.1	-0.3	4	-4	-1.2	2	2.1	3
CCn1c(CNC(=O)c2cc(OC)c(OC)c(OC)c2)cc2ccccc21	-2.8	-4.9	-0.6	-2.4	-1.1	0	1	-1.9	-3	-6.7	9
Cc1cc(C)c(S(=O)(=O)c2ccccc2C)c(OCC(C)(C)C)n1	2.5	-3.5	-0.3	-1.7	-2.0	-4	-3	-1.3	-1	-0.9	9
CN(C)c1ccc(-c2nc3n(n2)C(c2cccnc2)C2=C(CC(C)(C)CC2=O)N3)cc1 (stereo not drawn)	-4.0	-2.3	0.3	-1.3	-0.5	0	1	-1.4	-1	-2.3	-6
Cc1cc2nc(C3CCCCC3)c(Cc3cccc(Cl)c3)n2c(C)c1Br	0.5	1.4	.	-0.6	0.6	-1	-5	.	0	1.2	-7
CSc1nc(-c2ccccc2)nn1C(=O)c1ccccc1	-0.7	-0.5	1.7	-1.0	0.8	0	-1	1.8	-4	1.5	4
SMILES	PG9 Ab binder	hcDAF-12 act	FXN GAA850 act	ssDAF-12 act	DAX1 inh-1	NPR1 activator	ADAM17 inh	DAX1 inh-2	SMARCA2 act	hgDAF12 agonist	ADAM10 inh
O=C(CSc1ccccn1)N1CCN(c2ccc(Cl)cc2)CC1	1.5	-1.0	-1.1	-1.6	-0.7	3	1	0.8	-5	-3.3	3
C=CCNC(=S)N/N=C/c1ccc(OCc2ccccc2)cc1	0.5	0.6	-1.1	-1.4	-0.2	4	-3	0.2	0	-2.6	6
O=C(CC1Oc2ccccc2NC1=O)NC1CCCC1 (stereo not drawn)	0.1	-0.4	-0.5	-0.7	-0.2	3	-1	1.4	-2	-2.0	-14
Cc1nonc1C(=O)N/N=C/c1ccccc1	2.6	-1.2	3.0	-0.8	0.0	-2	-1	-0.6	2	3.4	-3
CCN(CC)C(=O)C1=C(C)N(Cc2ccc(OC)cc2)C(=O)C(CC(=O)NCCCCc2ccccc2)C1 (stereo not drawn)	1.3	-0.8	-1.7	-0.8	-0.1	-14	-3	-0.3	-6	0.4	-11
CC(=O)c1cccc(-c2ccnc3c2CC(C(=O)Nc2ccc(Cl)c(C(F)(F)F)c2)O3)c1 (stereo not drawn)	0.7	-0.7	-0.3	-0.7	0.5	-4	8	.	-3	-2.1	26*
C/C=C\C=C\C(=O)N1CC2(CC(c3cccc(NC(=O)/C(C)=C\C)c3)=NO2)C[C@H]1C(N)=O (stereo partly drawn)	1.6	-1.1	1.5	-0.8	-0.5	2	-3	-0.3	1	-1.0	-5
O=c1[nH]cc(CN2CCOCC2)c(=O)[nH]1	0.5	-1.9	1.2	-1.1	-0.9	0	-4	-0.2	-3	-2.1	-3
Cc1ccc(S(=O)(=O)N(C)c2c(C)ccc(S(=O)(=O)N3CCN(C)CC3)c2C)cc1	-1.4	-0.5	2.6	-0.9	0.5	-3	-3	1.4	-3	-3.6	-1
COC(=O)c1ccc(NC(=O)CNC(=O)c2sc3ccccc3c2Cl)cc1	-0.5	-0.7	3.8	-1.2	-0.6	3	-2	-0.2	3	2.7	2
COC(=O)c1c(NC(=O)CC2NCCNC2=O)sc2c1CCCC2 (stereo not drawn)	-1.0	-2.1	-2.7	-1.5	-0.2	1	-3	1.5	-3	-0.4	-14
Cc1ccc(S(=O)(=O)NCC(=O)OCC(=O)Nc2cccc(S(=O)(=O)NC3=NCCCCC3)c2)cc1	0.4	-0.1	-1.8	-1.5	0.0	1	1	-0.3	-1	-1.7	-5
Nc1nnnn1/N=C/c1ccc(F)cc1	-3.0	-0.4	1.7	-1.5	0.1	2	-6	2.2	0	2.6	-8
Cc1cccc(-c2nc3ccccc3c(=O)n2NC(=O)c2ccc([N+](=O)[O-])c(C)c2)c1	-0.5	2.1	-2.1	-0.5	0.0	2	1	-0.2	-3	-1.0	1
Cc1onc(-c2c(F)cccc2Cl)c1C(=O)OCC(=O)NCc1ccco1	-0.8	-1.4	0.6	-1.2	-0.2	-7	-1	1.6	1	1.2	0
O=C(OCc1cn([C@@H]2C[C@H](c3ccc(Cl)cc3)N(CC3CCCCC3)C[C@H]2O)nn1)c1ccccc1	-1.3	1.0	-0.1	-0.7	-0.1	-4	3	1.1	-3	1.1	-4
c1ccc(Cn2c(SC3CCCCC3)nnc2-c2cccnc2)cc1	.	0.6	.	-1.9	-1.1	-10	-3	.	-3	-2.6	1
CC1(C(=O)NS(=O)(=O)C2CC2)CCCN(C(=O)c2ccc(F)c(Cl)c2)C1 (stereo not drawn)	1.5	-0.6	0.2	-1.1	1.4	2	0	.	-1	-1.6	-4
O=C(O/N=C(\c1ccccc1)c1ccncc1)c1ccccc1Cl	2.5	1.2	1.1	-0.8	0.1	-2	-2	0.0	-3	-0.5	4
CC(=O)N1CCN(C(=O)CCNS(=O)(=O)c2ccccc2)CC1	1.6	-0.5	-1.6	-1.0	0.3	1	-3	0.1	1	1.3	-3
O=C(c1ccccc1)N1CCN(c2cc(-c3ccccc3)nc3cc(-c4cccc(Cl)c4)nn23)CC1	0.3	0.8	0.8	-1.1	-0.2	3	-10	2.3	-1	0.4	-27
COc1ccc(Cl)cc1NCC(=O)Nc1ccc(OC)c(S(=O)(=O)N2CCCCC2)c1	1.0	-0.2	0.6	-1.1	-2.2	1	0	-1.2	-1	-2.3	6
C=CC[C@H](CC(=O)N(CCO)Cc1ccccc1)C(=O)N[C@H](C)COC(=O)[C@@H](CC=C)CC(=O)OC(C)(C)C	-0.7	-1.9	-5.0	-1.0	-0.8	2	-2	-0.7	-1	-0.6	0

Exported with two lines to a compound: entries from further up
The line under a structure holds: PG9 Ab binder, hcDAF-12 act, FXN GAA850 act, ssDAF-12 act, DAX1 inh-1, NPR1 activator, ADAM17 inh, DAX1 inh-2, SMARCA2 act, hgDAF12 agonist, ADAM10 inh
Cc1nonc1C(=O)N/N=C/c1ccccc1
→ 2.6, -1.2, 3.0, -0.8, 0.0, -2, -1, -0.6, 2, 3.4, -3
O=C(CSc1nccc(=O)[nH]1)c1cc2ccccc2o1
→ 1.6, 2.9, 2.0, 1.3*, 0.7, -1, -3, 2.3, 0, 11*, -5
Cc1onc(-c2c(F)cccc2Cl)c1C(=O)OCC(=O)NCc1ccco1
→ -0.8, -1.4, 0.6, -1.2, -0.2, -7, -1, 1.6, 1, 1.2, 0

Entries listed above marked active in hcDAF-12 act.
| molecule | PG9 Ab binder | hcDAF-12 act | FXN GAA850 act | ssDAF-12 act | DAX1 inh-1 | NPR1 activator | ADAM17 inh | DAX1 inh-2 | SMARCA2 act | ADAM10 inh |
| --- | --- | --- | --- | --- | --- | --- | --- | --- | --- | --- |
| CSc1ccccc1OCc1cc(C(=O)N[C@H]2CCCCNC2=O)no1 | -0.3 | 7.2* | 3.9 | -0.2 | 4.4* | 62* | -4 | 0.8 | 6 | 0 |
